Screens from PubChem BioAssay.
procasp3 activ: activates human procaspase-3; activation, % at 8.5 µM; hit rate 0.11% among 330,000; recombinant procaspase-3 D3A, Ac-DEVD-pNA absorbance 405 nm; P42574;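 active = activation above the mean of all tested compounds plus 3 SD, cut at about 21% in these data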;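 also: 0% = DMSO alone and 100% = DMSO wells spiked with extra 5 µM PC-3 D3A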
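Technique: 405 nm absorbance of p-nitroaniline, reads at 0 and 120 min; Test system: Procaspase-3 D3A mutant; Incubation: 1 h enzyme-compound preincubation, then 2 h substrate reaction, 25 °C; Repeats: singlicate, each compound tested once; Benchmarks: low control DMSO wells, high control DMSO plus 5 µM PC-3 D3A.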
GASC-1 inh: human JMJD2C demethylase inhibition; Q9H3R0; GST-JMJD2C(1-420) H3K9me3 demethylation, DELFIA europium; inhibition, % at 2.35 µM; hit rate 0.069% among 330,000;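 active = more than half of a compound's replicate wells show inhibition beyond 50%, single wells judged on their own value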;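 also: signal counts dimethyl H3K9 product captured on neutravidin plate; 0% = median of DMSO wells and 100% = 0.3 times that DMSO median; strong numbers were not always called active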
GRK2 aptamer HTS: human GRK2 inhibition via aptamer displacement; P25098; bead flow cytometry, FAM-aptamer displacement from GRK2; inhibition of aptamer binding, % at 10 µM; hit rate 0.59% among 330,000;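 active = inhibition of aptamer binding above 40%, roughly 3 SD of noise, on plates passing a quality check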;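 also: median bead fluorescence of bound FAM aptamer so fluorescent compounds give negative values; no value below 0 was filed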
Target sequence (P25098 whole entry, looked up): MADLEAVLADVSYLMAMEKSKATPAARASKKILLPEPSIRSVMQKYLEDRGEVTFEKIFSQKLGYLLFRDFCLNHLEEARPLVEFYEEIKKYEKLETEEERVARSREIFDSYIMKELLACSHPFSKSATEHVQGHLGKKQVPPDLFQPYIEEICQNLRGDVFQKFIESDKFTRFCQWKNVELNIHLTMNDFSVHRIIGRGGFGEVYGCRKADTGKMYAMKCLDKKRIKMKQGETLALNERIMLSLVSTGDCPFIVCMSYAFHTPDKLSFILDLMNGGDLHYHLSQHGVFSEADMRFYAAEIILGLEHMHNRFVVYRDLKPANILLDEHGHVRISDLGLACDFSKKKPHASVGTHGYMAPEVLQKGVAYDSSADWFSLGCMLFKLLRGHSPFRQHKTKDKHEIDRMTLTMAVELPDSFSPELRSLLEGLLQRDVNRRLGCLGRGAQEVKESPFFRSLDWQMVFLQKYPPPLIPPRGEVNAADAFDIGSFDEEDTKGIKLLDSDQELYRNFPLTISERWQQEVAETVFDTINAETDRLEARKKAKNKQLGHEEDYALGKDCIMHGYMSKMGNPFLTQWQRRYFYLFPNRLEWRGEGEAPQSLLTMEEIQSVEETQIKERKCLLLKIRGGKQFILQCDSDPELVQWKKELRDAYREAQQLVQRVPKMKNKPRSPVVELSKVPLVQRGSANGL
PP1 inh: blocks human PP1-alpha phosphatase, a PP5 counter-screen | P62136 | purified PP1alpha, OMFP fluorescence | inhibition, % at 6.7 µM | hit rate 0.9% among 320,000;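 active = inhibition above the mean inhibition of all tested compounds plus 3 SD, computed separately for each screening campaign, cut at about 15% in these data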
Target sequence (P62136 whole entry, looked up): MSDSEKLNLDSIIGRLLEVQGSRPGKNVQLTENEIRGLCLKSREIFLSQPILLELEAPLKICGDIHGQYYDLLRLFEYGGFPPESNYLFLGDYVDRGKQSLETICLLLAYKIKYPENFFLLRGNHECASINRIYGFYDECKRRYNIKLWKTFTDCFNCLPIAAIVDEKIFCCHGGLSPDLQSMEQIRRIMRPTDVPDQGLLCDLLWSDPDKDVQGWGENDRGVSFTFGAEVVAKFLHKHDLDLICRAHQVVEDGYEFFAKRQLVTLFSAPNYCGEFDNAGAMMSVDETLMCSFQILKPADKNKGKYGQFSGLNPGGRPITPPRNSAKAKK
PP5 primary: blocks human protein phosphatase 5 activity; hit rate 0.18% among 320,000; AID 1987; purified PP5c, OMFP substrate fluorescence; inhibition, % at 6.7 µM;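 active = inhibition above the campaign's mean inhibition across all tested compounds plus 3 SD, cut at about 9.5% in these data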;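 also: 0% = DMSO only and 100% = 100 µM cantharidin control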
VLA-4 inh: inhibition in a human VLA-4 binding assay; P13612; hit rate 0.2% among 330,000; VLA-4 expressing cells, ligand binding flow cytometry; inhibition, % (about 7 µM as worked out from the volumes in the protocol); in the data active = inhibition above about 50%
procasp7 counter: activates human procaspase-7, counter-screen for procaspase-3 activators; hit rate 0.093% among 330,000; recombinant procaspase-7, Ac-DEVD-pNA absorbance 405 nm; D23A/D198A/D206A triple mutant, cannot self-cleave; scale: DMSO 0, 5 µM enzyme 100; P55210; activation, % at 8.5 µM; AID 463210;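 active = percent activation above the screen-wide mean plus 3 SD, cut at about 25% in these data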
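Material: Procaspase-7 triple mutant (PC-7 D3A) | Quantity: 2 µM procaspase-7 mutant as dispensed | Reagent: DEVD-pNA substrate | Times: 1 h preincubation, 2 h reaction | Technique: 405 nm absorbance of p-nitroaniline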
Fh CTSL1 inh: counter-screen for PFM18AAP inhibitors: inhibitors of F. hepatica cathepsin L1 | inhibition, % at 5.96 µM | hit rate 0.49% among 300,000 | AID 1906 | recombinant F. hepatica cathepsin L1, Z-Leu-Arg-MCA fluorescence;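 active = inhibition above the mean of all tested compounds plus 3 SD, set per screening campaign, cut at about 17% in these data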;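 also: 0% = plate median of test compound wells and 100% = 1 µM Z-Phe-Ala-diazomethylketone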
HCV core dimer: blocks dimerization of HCV core protein; TR-FRET GST/Flag-core106 dimerization, 1536-well; hit rate 0.33% among 300,000; inhibition, % at 5 µM;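 active = inhibition above the mean of all tested compounds plus 3 SD, set per screening campaign, cut at about 45% in these data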
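Assay system: Tagged HCV core106 pair (GST and Flag) | Buffer or medium: KF-containing HEPES buffer, pH 7.45, DTT, CHAPS, BSA | Also added: Eu donor and XL665 acceptor anti-tag antibodies | Dosing: One concentration, 5 µM, in 0.5% DMSO | Timing: 4 h at 22.5 °C | Technique: TR-FRET 671 and 617 nm emission | Repeats: Singlicate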
Numbers without * were called inactive; x = no result given. Compounds were not picked by outcome; about 2.6% have a hit in one of these screens.

SMILES | procasp3 activ | GASC-1 inh | GRK2 aptamer HTS | PP1 inh | PP5 primary | VLA-4 inh | procasp7 counter | Fh CTSL1 inh | HCV core dimer
CCn1c(CNC(=O)c2ccc(OC)c(OC)c2)nnc1SCC(=O)c1ccc(OC)cc1 | -0.9 | 4.5 | 0.0 | 1.5 | 2.1 | 9.7 | 12.8 | 0.9 | 8.0
C/C(=N\NC(=O)c1ccc(N/N=C(\C)c2ccncc2)cc1)c1ccncc1 | -2.0 | 2.8 | 2.0 | 10.9 | 2.3 | 1.1 | -7.8 | 2.6 | 2.8
COc1ccccc1CCNC(=O)c1ccccc1SCC(=O)N1CCCC1 | 2.9 | -8.8 | 1.0 | 3.2 | 0.4 | -2.0 | 0.8 | x | x
CCC1CCCCN1C(=O)CCS(=O)(=O)c1ccccc1 (stereo not given) | 10.5 | 8.4 | 2.0 | 1.1 | 1.7 | -4.6 | -0.2 | -15.7 | -1.3
CC1CN(C2=NC(=O)/C(=C/c3ccncc3)S2)CC(C)O1 (stereo not given) | 2.2 | -12.5 | 1.0 | -3.0 | -0.9 | 1.3 | 3.6 | -8.2 | 0.2
CCOC(=O)C1CCN(S(=O)(=O)c2c(C)n(C)c(=O)n(C)c2=O)CC1 | 1.6 | 35.4 | 0.0 | -0.8 | 0.7 | -1.9 | 5.3 | -4.2 | -10.5
Cc1nc(CNS(=O)(=O)c2cccnc2)cs1 | 7.0 | -2.7 | 4.0 | -1.6 | -1.6 | -8.9 | -2.1 | -0.1 | -6.3
C/C(=N\NC(=O)c1nnn(-c2nonc2N)c1-c1ccc2c(c1)OCO2)c1cccs1 | 5.8 | 1.0 | 0.0 | -1.9 | 2.3 | 0.1 | 0.6 | 1.9 | -4.7
C=CCNC(=S)Nc1cc(C)ccn1 | -3.5 | 7.3 | 2.0 | 4.6 | 0.1 | 9.7 | -0.5 | -0.5 | -0.7
Cc1cc(NC(=O)c2ccoc2C)no1 | -8.3 | -5.3 | 1.0 | 0.5 | 0.5 | -6.7 | -1.9 | -0.5 | -6.7
O=C(COC(=O)C1(c2ccc(F)cc2)CCCC1)N1CCNC1=O | 6.7 | -2.9 | 0.0 | 0.0 | 2.7 | -10.2 | 8.8 | x | x
COc1ccc(-c2nc(-c3cccs3)no2)cc1 | 5.0 | -3.6 | 1.0 | 1.6 | 0.7 | 23.0 | 1.9 | 0.0 | -13.1
CC1CCN(C(=O)Cn2cc3c(n2)CCCC3)CC1 | 9.0 | -5.6 | 0.0 | -5.3 | 1.9 | -3.2 | -2.1 | -2.1 | -0.5
O=C(CCNC(=O)c1ccco1)Nc1cccc(C(F)(F)F)c1 | 4.2 | 2.1 | 0.0 | -1.1 | -1.3 | 20.7 | -6.3 | -0.8 | -10.0
COc1ccc(-c2[nH]ncc2-c2nc(C)cs2)c(O)c1 | 0.9 | -1.2 | 0.0 | -2.3 | 2.4 | 6.8 | -0.9 | -3.5 | -0.7
O=C(CC(CC(=O)c1ccc(Br)cc1)c1cccnc1)c1ccc(Br)cc1 | -3.9 | 7.7 | 0.0 | 0.1 | -0.6 | 2.7 | 8.3 | 2.9 | 0.6
CN(C)c1ccc(C(=O)Nc2ccc(O)c3c(=O)cc(-c4ccccc4Cl)oc23)cc1 | 3.9 | -0.2 | 0.0 | 3.5 | 2.5 | 13.1 | 2.5 | -3.6 | -4.5
CCOc1cc(C2C(C#N)=C(N)Oc3n[nH]c(CC)c32)ccc1OCCN1CCOCC1 (stereo not given) | 3.8 | 11.6 | 0.0 | -5.6 | 2.5 | -12.3 | 3.6 | -3.5 | 6.3
O=c1[nH]nc(Cc2ccc(-c3ccc(Cl)cc3)o2)c2ccccc12 | 4.1 | 3.6 | 1.0 | -2.6 | 2.0 | -1.9 | -7.3 | 0.6 | 12.7
COc1ccc(/C=C/C(=O)Nn2cnnc2)cc1 | 5.9 | -4.8 | 0.0 | -3.2 | 0.5 | -3.2 | 6.1 | -6.8 | 5.3
N#CC(Cc1ccccc1)(Cc1ccccc1)C(=O)NN | 4.5 | 0.8 | 0.0 | 0.9 | -1.1 | 11.4 | 5.2 | -1.7 | 7.4
Cc1ccc(S(=O)(=O)Nc2ccc(N3CCN(C)CC3)nc2)cc1 | 1.3 | -1.1 | 2.0 | -3.6 | 0.5 | -7.4 | 7.1 | -2.1 | -1.7
O=C1CS/C(=N\C(=O)N2c3ccccc3Sc3ccccc32)N1 | -10.6 | 19.4 | 0.0 | 2.6 | 1.1 | -44.3 | -1.7 | 0.3 | -0.5
Cc1cc(Nc2cccc(Cl)c2)n2ncnc2n1 | -4.6 | 5.4 | 4.0 | 8.5 | 1.1 | -10.4 | 9.3 | -2.5 | 1.3
Cc1cccc(N2CCN(C(=O)c3ccc4nc(-c5ccco5)c(-c5ccco5)nc4c3)CC2C)c1 (stereo not given) | -28.7 | 21.6 | 0.0 | 9.4 | 6.5 | -6.3 | -23.0 | 2.5 | 13.8
CC(=O)c1sc(NC(=O)c2cc(=O)c3ccccc3o2)nc1C | -0.7 | 10.6 | 0.0 | -0.8 | -0.3 | 9.0 | -6.4 | -1.5 | -0.2
Cc1ccc(C(=O)NCC(=O)NC2CC2)cc1 | -1.7 | 6.2 | 0.0 | x | x | 11.6 | 8.0 | x | x
Cn1c(=O)n(CC(=O)Nc2ccccc2)c2ccccc21 | 2.2 | 2.0 | 2.0 | 0.5 | 2.4 | -7.6 | 1.7 | 0.9 | -3.5
CC1CCN(CCCNS(=O)(=O)c2ccc3c(c2)CCN3C(=O)C2CC2)CC1 | -2.4 | -2.8 | 0.0 | -2.6 | 1.2 | 6.6 | 3.2 | -1.2 | -3.0
Cc1c(CCO)c(=O)n(-c2ccccc2)n1S(=O)(=O)c1c(Cl)cc(Cl)cc1Cl | -8.7 | 6.2 | 0.0 | -3.5 | 0.6 | 2.8 | -0.1 | -5.9 | -7.1

Full records, quoted from the list.
N#CC(Cc1ccccc1)(Cc1ccccc1)C(=O)NN as listed: procasp3 activ = 4.5; GASC-1 inh = 0.8; GRK2 aptamer HTS = 0.0; PP1 inh = 0.9; PP5 primary = -1.1; VLA-4 inh = 11.4; procasp7 counter = 5.2; Fh CTSL1 inh = -1.7; HCV core dimer = 7.4
Cc1ccc(S(=O)(=O)Nc2ccc(N3CCN(C)CC3)nc2)cc1 as listed: procasp3 activ = 1.3; GASC-1 inh = -1.1; GRK2 aptamer HTS = 2.0; PP1 inh = -3.6; PP5 primary = 0.5; VLA-4 inh = -7.4; procasp7 counter = 7.1; Fh CTSL1 inh = -2.1; HCV core dimer = -1.7

Carrying on.
SMILES | procasp3 activ | GASC-1 inh | GRK2 aptamer HTS | PP1 inh | PP5 primary | VLA-4 inh | procasp7 counter | Fh CTSL1 inh | HCV core dimer
CCOC(=O)c1cc(NC(=O)c2cnccn2)cc(C(=O)OCC)c1 | -0.6 | 1.5 | 0.0 | -2.8 | 0.4 | 7.4 | 5.5 | -0.4 | 0.9
Cc1ccc(NC(=O)c2cc(=O)n(Cc3ccccc3)c(=O)[nH]2)cc1C | 1.6 | -12.7 | 0.0 | -0.2 | 0.5 | -26.4 | -4.3 | 4.8 | -2.8
C[C@H](NC(=O)N1CCn2c1nc1ccccc12)C(=O)N1CCCCC1 | 7.1 | -26.2 | 0.0 | -2.3 | 0.3 | -1.3 | -6.8 | 1.9 | 7.2
COCCOc1cc(NC(=O)c2ccccc2)c(Cl)cc1Cl | 1.6 | 1.4 | 0.0 | -2.0 | -0.3 | -3.0 | -4.8 | 5.2 | -4.5
O=C1Cc2cc(S(=O)(=O)N3CCCCC3)ccc2N1 | -5.1 | -4.6 | 0.0 | 1.2 | 0.2 | -6.3 | -10.1 | -1.4 | 7.7
CCOC(=O)C1=C(C)NC(=S)NC1c1cccs1 (stereo not given) | -9.2 | -1.7 | 0.0 | -0.8 | 0.0 | 5.0 | 1.9 | 1.6 | 7.8
Cc1ccc(Nc2ncnc3sccc23)c(C)c1 | 6.2 | 19.7 | 1.0 | 0.5 | 1.1 | 36.6 | -0.5 | -2.4 | 5.7
CCOc1ccc(-c2nc(CN(Cc3ccccc3)C[C@@H]3CCC(=O)N3)c(C)o2)cc1 | 1.2 | 1.7 | 1.0 | -1.3 | 4.4 | 0.2 | 4.6 | 5.1 | 9.8
O=C(Nc1ccc(S(=O)(=O)Nc2nccs2)cc1)c1c(F)c(F)c(F)c(F)c1F | 5.7 | -3.4 | 1.0 | -5.0 | 3.6 | 0.0 | 2.3 | 3.8 | -12.0
O=C(Cc1ccc([N+](=O)[O-])cc1)Nc1ccc2c(c1)C(=O)NC2=O | 4.2 | 6.2 | 0.0 | 0.1 | -1.4 | 0.4 | -0.4 | 8.5 | -0.4
CC1CCCC(C)N1C(=O)COC(=O)CNC(=O)C12CC3CC(CC(C3)C1)C2 (stereo not given) | -3.0 | 98.2 | 2.0 | -2.8 | 0.5 | 0.0 | -3.0 | -16.7 | -4.4
CC(C)C[C@H](N)C(=O)N1CCC(C(=O)N[C@H](C(=O)NC(C)c2ccccc2)C(C)C)CC1 (stereo not given in full) | 2.1 | 3.0 | 0.0 | -3.4 | 3.3 | 4.0 | -8.5 | -2.2 | -6.0
CSc1ccc(NC(=O)NCCN2CCc3ccccc3C2)cc1 | 5.8 | 1.2 | 0.0 | -2.0 | -0.7 | 9.8 | 2.2 | 2.4 | 0.5
Cc1cc(C(=O)Nc2ccccc2N2CCOCC2)c2ccccc2n1 | -0.8 | -1.8 | 1.0 | -1.1 | 1.6 | 8.0 | 5.9 | 1.3 | 3.3
CCOC(=O)c1sc(NC(=O)c2ccc(S(=O)(=O)N(C)C)cc2)nc1C | 1.0 | -5.7 | 4.0 | 0.3 | 3.1 | 2.9 | -1.2 | 9.4 | 2.9
CCC(=O)NC1(Cc2ccc(O)cc2)CCCCC1 | -5.9 | 0.2 | 0.0 | 0.5 | 0.4 | 3.5 | -5.8 | -0.7 | 10.1
CCc1nc2sc3c(c2c(=O)n1N)CC(C)(C)OC3 | 0.4 | x | 1.0 | -3.4 | -0.3 | 8.3 | -6.0 | 0.2 | 2.1
COc1ccccc1/C=C/CN1CCN(c2ccccc2)CC1 | -4.4 | 2.1 | 2.0 | -0.2 | 2.9 | 6.0 | 11.9 | -1.8 | -0.5
CCc1cc2c(SCC(=O)Nc3cc(C)on3)ncnc2s1 | -0.6 | 2.4 | 1.0 | 2.8 | 1.7 | 0.0 | 0.3 | -2.4 | 2.8
O=C(c1cccc(S(=O)(=O)N2CCOCC2)c1)N(CCO)Cc1ccccc1 | 8.4 | 3.2 | 1.0 | -1.3 | -2.4 | 18.1 | -0.1 | 3.9 | 3.9
O=C(Cn1cnc2ccccc21)N1CCc2ccccc21 | 2.5 | -1.2 | 0.0 | -1.4 | 0.5 | 20.1 | -5.6 | 1.3 | 0.3
CCN(CC(=O)Nc1ccccc1OC)C(=O)C1CC2C=CC1C2 (stereo not given) | -7.3 | -1.4 | 2.0 | 0.1 | -1.8 | 21.6 | 11.5 | -2.5 | -3.4
COc1ccc(Br)c(C(=O)NCC2CCCCC2)c1 | 5.0 | -11.2 | 2.0 | 0.5 | 0.4 | 7.0 | 4.1 | 2.2 | 0.9
